# From PubChem BioAssay
# Yfh1-off respiration: mitochondrial function rescue without frataxin homolog – Friedreich's ataxia, plus single-dose screen, dose response (AID 1465). fold induction at 50 µM; hits with a dose series show EC50 in µM. S. cerevisiae Yfh1-off respiration, WST-1 reduction, 72 h; higher fold induction means a stronger effect. hit rate 0.074% among 220,000;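 active = fold induction of absorbance versus untreated yeast above a set limit, then at least 30% activation at any dose in follow-up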;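 note: activators that raise dye reduction in frataxin-depleted yeast; strong numbers were not always called active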
# TNAP activators: human TNAP enzyme activators, primary screen, biochemical, luminescent, no phosphate acceptor, uHTS (AID 1001); purified TNAP, luminescent activation assay, no phosphate acceptor; higher activation fold means a stronger effect; activation fold at 20 µM, or EC50 in µM where a hit was titrated; hit rate 0.03% among 200,000; in the data active = activation fold from about 3, or a potency from the dose series; inactive = the rest, 99 in 100 with activation fold below about 1.6; note: many of its hits are not listed in these tables
# NTR1 agonist: NTR1-driven beta-arrestin-GFP spot formation – imaging, U2OS cells, high content, primary screen (AID 493036) | P30989 | agonist mode | activation, % at 20 µM | hit rate 0.17% among 330,000;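 active = activation at or above 40% of the spot to cytoplasm intensity ratio, with at least 20 cells analyzed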;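 note: 0% = DMSO without peptide and 100% = 100 nM NTR1 peptide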
# Target sequence (P30989 whole entry, looked up): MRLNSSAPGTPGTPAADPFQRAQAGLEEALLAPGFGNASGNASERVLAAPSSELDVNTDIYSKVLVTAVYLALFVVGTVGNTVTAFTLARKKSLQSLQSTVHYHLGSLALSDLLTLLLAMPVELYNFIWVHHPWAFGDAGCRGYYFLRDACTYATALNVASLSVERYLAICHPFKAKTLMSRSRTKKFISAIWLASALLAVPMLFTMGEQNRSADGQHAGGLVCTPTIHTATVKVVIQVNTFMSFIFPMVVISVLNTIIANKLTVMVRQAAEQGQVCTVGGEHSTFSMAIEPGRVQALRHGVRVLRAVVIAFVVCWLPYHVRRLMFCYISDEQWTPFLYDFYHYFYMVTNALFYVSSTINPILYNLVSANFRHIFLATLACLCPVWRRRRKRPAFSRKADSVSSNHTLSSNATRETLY
# KOR beta-arrestin-1: KOR agonists, beta-arrestin recruitment, primary screen, cell-based, luminescence, uHTS (AID 1777) | hit rate 0.02% among 280,000 | activation, % at 10 µM, or EC50 in µM where a hit was titrated | KOR beta-arrestin recruitment, luminescence; higher % means a stronger effect; in the data active = activation above about 50%, passing the limit was not always enough; note: a part of the inactive calls stands beside numbers as strong as those of hits
# NOD1 inhibition: inhibition of NOD1-driven NF-kB reporter – cell-based, luminescence, uHTS, primary screen (AID 1578); NOD1-driven NF-kB luciferase reporter cells, luminescence; higher % means a stronger effect; inhibition, % at 4 µM; hits with a dose series show EC50 in µM; hit rate 1% among 290,000; in the data active = inhibition mostly above about 36%, no sharp cut-off; inactive = mostly below about 34%;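 note: HEK-293T reporter cells stimulated with the NOD1 agonist gamma-tri-DAP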
# GPR55 beta-arrestin: selective activators of receptor GPR55 – imaging, U2OS cells, beta-arrestin-GFP redistribution, primary screen (AID 1961); hit rate 0.048% among 290,000; activation, % at 10 µM; hits with a dose series show EC50 in µM; U2OS GPR55 beta-arrestin-GFP redistribution imaging; higher % means a stronger effect;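 active = activation above 40% with more than 50 cells counted in the well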;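 note: U2OS osteosarcoma cells stably expressing GPR55 and beta-arrestin-GFP; plate controls were DMSO negative control for no effect and LPI positive control for full effect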
# ER stress rescue: rescue of cells from ER stress-induced death, primary screen, 384-well, CSM14.1, thapsigargin, ATP luminescence (AID 1222); CSM14.1 thapsigargin-induced death rescue, ATP luminescence; higher % means a stronger effect; cellular ATP content (survival), % at 20 µM, or EC50 in µM where a hit was titrated; 190,000 tested, under 10 active;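 active = EC50 below 50 µM in the dose-response confirmation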;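 note: death triggered by thapsigargin at about 15 µM added after 2 h compound pretreatment; cell ATP read after overnight thapsigargin exposure of roughly 18 to 22 hours; normalized against plate controls of thapsigargin alone and 5% DMSO vehicle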
# HEK293 NOD2/NF-kB: inhibition of NOD2-driven NF-kB reporter – cell-based, luminescence, uHTS, HEK293 (AID 1566); HEK293 NOD2/NF-kB luciferase reporter, luminescence; higher % means a stronger effect; one-dose inhibition, % at 4 µM; EC50 in µM for titrated hits; hit rate 0.63% among 290,000; note: many of its hits are not listed in these tables
# KOR beta-arrestin-2: kappa opioid receptor blockers – cell-based, luminescence, uHTS (AID 1778). KOR beta-arrestin recruitment, luminescence, antagonist mode; higher % means a stronger effect. one-dose inhibition, % at 10 µM; IC50 in µM for titrated hits. hit rate 0.091% among 290,000; note: strong numbers were not always called active
# NTR1 agonist cell count 20 µM: further read-out of NTR1 agonist, marked with its call; cell count; measured here: cell count, cytotoxicity flag
# * = called active by the depositor; i = inactive; . = not tested or not shown; [ ] = remark or other dose. Cut-off read from the data, not from the text of the source, unless noted: active = inhibition above about 50%; inactive = the rest. Some of the compounds tested; rates above refer to the full screens.
smiles	Yfh1-off respiration	TNAP activators	NTR1 agonist	NTR1 agonist cell count 20 µM	KOR beta-arrestin-1	NOD1 inhibition	GPR55 beta-arrestin	ER stress rescue	HEK293 NOD2/NF-kB	KOR beta-arrestin-2
COc1cccc(-n2c(SCc3cc(=O)oc4cc(O)c(O)cc34)nc3ccccc3c2=O)c1	i	0.5	.	.	1.5%	-30.2%	0.2%	1.4%	11.3%	-18.4%
COc1ccc(OC)c(-c2cc(C(=O)Nc3cc(C)on3)no2)c1	i	1.2	3.9	96	3.6%	-9.7%	-0.1%	1.2%	11.1%	-50.1%
COc1ccc(C)cc1NC(=O)c1ccoc1C	i	1.1	-0.5	43	3.3%	-16.4%	-0.3%	-1.9%	-2.6%	3.8%
Cc1ccc(C(=O)N/C(=C/c2ccc(Cl)cc2)C(=O)NCC2CCCO2)cc1 (configuration not stated)	i	1.1	1.4	46	5.6%	-17.6%	-0.2%	-0.9%	3.2%	5.4%
O=C(O)COc1ccccc1/C=N/NC(=O)/C(=C\c1ccc2c(c1)OCO2)NC(=O)c1ccccc1	i	1.1	2.5	50	-3.8%	-20.3%	-0.2%	-1.0%	5.2%	0.6%
CN(C)/C(=N\S(=O)(=O)c1ccccc1)c1ccccc1	.	.	1.5	55	-1.3%	-32.6%	0.2%	.	4.3%	-37.9%
COc1ccccc1OCc1nc(-c2cccc([N+](=O)[O-])c2)no1	i	1.1	0.1	36	-0.4%	-59.0%	-0.4%	-1.2%	-19.9%	-6.1%
Cc1ccc([N+](=O)[O-])c(OCC(O)CNC(C)(C)C)c1 (configuration not stated)	i	.	3.2	62	4.5%	12.6%	-0.1%	.	-67.0%	25.9%
Cc1ccc(-n2nnnc2SCC(=O)Nc2sc(C)c(C)c2C#N)cc1C	i	1.1	6.7	47	-1.9%	-35.9%	-0.3%	0.5%	20.0%	-27.0%
O=C(Nc1cc2cc([N+](=O)[O-])ccc2oc1=O)c1cccs1	i	1	-0.8	88	-1.6%	-31.7%	0.2%	-0.4%	2.1%	5.7%
Cc1cccc(NC(=O)Nc2cnccn2)c1	i	1	0.5	79	-1.1%	-52.1%	-0.1%	0.6%	-10.6%	10.3%
COc1ccc(S(=O)(=O)NC(N)=NCCc2ccccc2OC)cc1	i	1.1	-1.5	89	-3.2%	-17.1%	0.2%	2.1%	16.2%	-10.1%
CCCc1nc(SCc2ccccc2Cl)n[nH]1	i	1	-5.4	59	9.3%	-2.2%	-0.1%	1.3%	4.1%	-6.8%
COc1ccc(Nc2nc3ccc(C)cc3n3cnnc23)cc1Cl	.	.	36.7	82	-3.7%	1.0%	1.0%	.	27.2%	-26.6%
O=C(/C=C/c1c(F)cccc1Cl)NCc1ccco1	i	1.1	1.1	30	13.7%	-18.0%	-0.3%	-1.0%	14.9%	-2.6%
O=C(COc1ccc2ccc(=O)oc2c1)NC1CCCC1	.	.	-1.2	64	-6.7%	-15.0%	0.3%	.	-9.6%	20.7%
CCc1ccc2c(c1)/C(=N/N(C)C(=S)NC)C(=O)N2	.	1	17.6	77	6.2%	4.4%	-0.1%	-2.6%	1.5%	4.8%
CCN(CC)C(=O)N1CCN(C(=O)N2CCOCC2)CC1	i	1.1	-0.3	36	-6.9%	-30.9%	0.0%	1.4%	-2.5%	-49.9%[20 µM]
C/C(=N/Nc1ccc(F)cc1)c1ccc(Cl)s1	i	1	3.5	69	-4.5%	-42.8%	-0.2%	6.9%	-20.6%	7.3%
Cc1sc(NC(=O)CSc2ncn(-c3ccccc3)n2)nc1-c1ccccc1	i	1.1	0.0	86	1.2%	.	-0.4%	-2.0%	.	-33.4%
CC1=CCC2C(=O)N(CCc3c[nH]c4ccccc34)C(=O)C2C1 (configuration not stated)	i	1.1	0.2	70	-2.5%	-29.3%	-0.3%	1.6%	-5.9%	-15.9%
Cc1ccc(N(CC(=O)Nc2ccc3c(c2)OCCO3)S(=O)(=O)c2c(C)n[nH]c2C)cc1	i	1.1	1.9	60	3.1%	-25.6%	-0.2%	-0.3%	-11.5%	-4.4%
COc1ccc(CCNC(=O)CSc2nnc3ccc(-c4cccnc4)nn23)cc1OC	i	1.1	0.1	59	-3.0%	-37.5%	-0.3%	.	9.0%	11.5%
Cc1ccc(Cn2c([N+](=O)[O-])cnc2C)cc1	i	1.1	-1.5	52	0.0%	-0.4%	-0.2%	-1.6%	2.6%	1.6%
CCOc1ccccc1NC(=O)CSc1nnc(CNC(=O)c2ccccc2F)o1	.	.	0.2	45	2.7%	-13.2%	0.0%	.	9.2%	-29.7%
COCCNC(=O)COC(=O)c1cccnc1SC	i	1	0.7	52	-6.2%	-16.1%	-0.4%	2.5%	18.5%	30.6%
CC(C)(C)c1cc[n+](-c2[nH]c(=O)sc2/C=N/NC([S-])=Nc2ccccc2)cc1	i	.	-0.3	45	-6.3%	1.8%	0.6%	.	30.0%	15.8%
CC(C)(C)n1nc2c(c1NC(=O)c1ccc(Br)cc1)CS(=O)C2 (configuration not stated)	i	1.1	0.5	72	1.4%	13.1%	-0.1%	-1.4%	3.1%	10.7%
COc1ccc2ccccc2c1CNc1nnnn1C	i	1.1	0.1	71	4.1%	-9.8%	-0.2%	-2.3%	6.0%	0.5%
COC(=O)c1ccc(CNC(=O)COC(=O)C2CCC(C(C)(C)C)CC2)cc1 (configuration not stated)	i	1.1	0.9	50	1.5%	2.7%	1.1%	-0.5%	2.0%	19.4%
CCN(C(=O)N1CCOCC1)c1ccccc1C	.	.	1.4	56	-3.5%	-10.7%	0.7%	.	10.8%	20.5%
CCOCCCNC(=O)c1[nH]c(C)c(C(C)=O)c1C	i	1.1	-0.5	50	2.3%	19.4%	0.2%	1.1%	7.8%	3.2%
CCOc1ccc(N2C(=O)CC(N)C2=O)cc1 (configuration not stated)	i	1	-0.7	63	2.3%	-3.4%	0.7%	-2.8%	12.8%	12.8%
CSc1nc2ccc(NC(=O)C3CC(=O)N(Cc4ccco4)C3)cc2s1 (configuration not stated)	i	1.1	-0.8	69	3.8%	11.5%	-0.1%	-0.6%	-1.3%	-38.7%
NC(=O)COc1ccc(/C=N\NC(=O)c2ccc(-c3ccccc3)cc2)cc1	.	.	1.3	62	0.6%	2.5%	-0.1%	.	6.3%	26.0%
O=C(Oc1ccccc1)c1cc2ccccc2o1	i	1	-0.8	28	-3.7%	-33.3%	0.2%	.	16.6%	-4.6%
CCOc1ccc(/C(C)=N/NC(=O)C(OC)c2ccccc2)cc1 (configuration not stated)	i	1.1	0.5	59	-3.4%	-32.2%	-0.5%	-1.5%	-1.4%	-6.2%
COc1ccc(OC)c(NC(=O)c2nc(-c3ccccc3)oc2C)c1	i	1	2.8	50	-2.4%	-21.5%	0.0%	3.6%	8.7%	5.6%
Cc1ccc(NC(=O)CN2C(=O)/C(=C3\SC(=S)N(C4CCS(=O)(=O)C4)C3=O)c3ccccc32)cc1 (configuration not stated)	i	0.9	.	.	-2.2%	-5.5%	0.2%	-2.6%	6.5%	-13.8%
COc1ccccc1NS(=O)(=O)c1ccc2oc(SCc3ccc(F)cc3)nc2c1	i	1.1	2.8	44	6.2%	70.8%	-0.3%	2.7%	23.6%	7.9%
COC(=O)c1cc2c(-c3ccccc3)c(C)c3ccccn3c-2c1C(=O)OC	i	1	-1.2	41	-1.9%	-20.5%	0.0%	-2.7%	16.0%	-32.4%
CC1CCCCN1C(=O)CCC(=O)Nc1nnc(C2CCCCC2)s1 (configuration not stated)	.	.	1.1	75	0.1%	13.4%	1.0%	.	9.7%	-23.6%
CCCc1cc(=O)[nH]c(SCC(=O)N(C)CC(=O)Nc2ccc(C)cc2)n1	i	1.1	0.4	104	-2.3%	-14.6%	-0.1%	1.9%	11.3%	15.1%
CCc1nnc(NS(=O)(=O)c2ccc(NC(=O)c3ccc(Cl)cc3)cc2)s1	i	1	0.0	63	-4.2%	-37.8%	1.1%	.	11.6%	-24.0%
CCc1cc[n+](-c2nc([O-])sc2C=O)cc1	i	1.1	0.9	64	-4.9%	-16.3%	0.0%	2.0%	-73.2%	12.7%
O=C(c1cc([N+](=O)[O-])ccc1Cl)N1CCc2ccccc21	.	.	0.8	66	-1.9%	1.0%	-0.2%	.	6.7%	8.0%
Cc1ccccc1NC(=O)NC1(C(=O)N2CCCC2)CCCCC1	i	1.1	0.6	55	-3.8%	-17.3%	0.2%	-0.4%	8.5%	-12.0%
Cc1cccc2c(=O)cc(C)n(Cc3ccccc3)c12	i	1.1	9.3	67	6.6%	2.9%	-0.2%	5.6%	20.6%	-21.7%
CCC(C)N1C(=O)CN(C2CCCCCC2)C(=O)C1c1ccccc1F (configuration not stated)	i	1	-0.6	51	1.2%	-17.5%	-0.6%	1.5%	7.7%	-8.1%
CN=C1S/C(=C\c2ccc(O)c(Br)c2)C(=O)N1C	.	.	0.4	81	-5.3%	7.6%	-0.1%	.	-62.4%	3.7%
O=C(Nc1cccc2ncccc12)C12CC3CC(CC(C3)C1)C2	i	1.1	-0.9	88	1.6%	-9.9%	-0.1%	-3.0%	2.2%	-4.0%
O=C(CN1C(=O)C2C3C=CC(C3)C2C1=O)N1CC(=O)N(CCc2ccccc2)C(=O)C1 (configuration not stated)	i	1.1	-0.8	37	-1.5%	-17.3%	-0.2%	-1.1%	13.3%	26.0%
Cc1ccc(NC(=S)NC2CCN(Cc3ccccc3)CC2)c(C)c1	i	1.2	-2.6	52	8.4%	-42.0%	0.5%	17.4%	-1.4%	16.7%
Cc1ccc(Cl)c(OCC(O)CN(CCO)CCO)c1 (configuration not stated)	i	1.1	-0.5	72	-8.6%	-6.9%	0.9%	-3.3%	8.6%	-20.7%
COC(=O)Nc1nc(-c2ccc(F)cc2)c(C)s1	i	1.2	1.2	71	-5.8%	-56.3%	-0.1%	-1.2%	-35.9%	-19.6%
C(=N\Nc1nc2ccccc2[nH]1)/c1c[nH]c2ccccc12	i	1.5	12.7	74	0.1%	34.5%	-0.4%	-4.1%	-36.8%	13.7%
O=C(CCOc1ccccc1)Nc1cccc(S(=O)(=O)Nc2ccccc2Cl)c1	i	1.1	6.4	74	-2.5%	-18.5%	0.1%	2.6%	16.2%	10.1%
O=C(NC1CCCC1)C(c1cccs1)N(Cc1ccco1)C(=O)Cn1nnc(-c2cccs2)n1 (configuration not stated)	i	0.9	2.2	57	2.9%	-2.6%	0.5%	0.2%	14.8%	27.2%
O=C1CC(c2ccc(S(=O)(=O)N3CCCCC3)cc2)CN1 (configuration not stated)	i	1.1	0.0	51	3.2%	-22.0%	-0.4%	-1.2%	-10.8%	-15.8%
